# aSyn yeast inh = qHTS of alpha-syn Inhibitors; Yeast expressing alpha-synuclein, growth rescue, BacTiter-Glo, 24 h; Potency, µM (doses to about 46.1 µM), inactives show at the top dose growth rescue (activation), hits mostly activators; 370,000 tested, 0.14% active; AID 652106, 2013; further: potency means the concentration at half of the fitted maximal effect; % of control where 0% means no effect; nearly all actives have a fitted effect of over 65% in size
#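 Screening used galactose-induced yeast with toxic alpha-synuclein levels, exposed to compound for 24 hr at 30 deg C. Cell growth, read with BacTiter-Glo luminescence, gave the measured signal.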
# TDP-43 yeast inh = qHTS of TDP-43 Inhibitors; TDP-43 expressing yeast growth rescue, BacTiter-Glo, 24 h; Potency, µM (series often up to 46.1 µM), for the others: top-dose growth rescue (activation), actives largely listed as activators; 410,000 tested, 1.8% active; AID 652104, 2013; further: potency means the concentration at half of the fitted maximal effect; % of control where 0% means no effect; nearly all actives have a fitted effect of over 50% in size
#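 Yeast cells expressing TDP-43 under galactose induction are exposed to compounds for 24 hr at 30 deg C. BacTiter-Glo luminescence measures growth, so protective compounds score as activators.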
# FUS suppressor = qHTS for Suppressors of FUS Proteinopathy: Primary screen using FUS-linked yeast assay. 390,000 tested, 0.24% active. S. cerevisiae FUS-expressing, growth rescue, OD600, 24 h. Potency, µM (top dose mostly 76.6 µM), for inactives: top-dose growth rescue (activation), hits mostly activators. AID 1347120, 2019;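 further: potency means the concentration at half of the fitted maximal effect; plate controls were DMSO vehicle for no effect and reference control for full effect; nearly all actives have a fitted effect of over 55% in size; some results filed as inactive show a strong effect at the top dose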
#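 Galactose (2%) drives FUS expression in yeast precultured in raffinose; seeding density OD 0.005. Test compounds incubated 24hr at 30C and 99% humidity before absorbance at 600 nm was measured.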
# DRD3 agonist = qHTS of D3 Dopamine Receptor Agonist: qHTS. 410,000 tested, 0.58% active. D3R DiscoveRx beta-arrestin cells, luminescence, 90 min. max activation, %. AID 652048, 2013. D(3) dopamine receptor (Homo sapiens), P35462; in the data active means max activation above about 30%; further: 0% is about no effect; mostly tested at two doses, the higher about 12 µM
#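 Cells at 1500/well, incubated overnight, then treated with pinned compounds (dopamine as control) for 90 min at 37 degrees C. DiscoveRx reagent added for 30 - 60 minutes at room temperature; luminescence read.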
# EPAC2 agonist = qHTS for Agonist of cAMP-regulated guanine nucleotide exchange factor 4 (EPAC2): primary screen. Rap guanine nucleotide exchange factor 4 (Homo sapiens), Q8WZA2. EPAC2 activation, biochemical qHTS; response scale: 100% = 6.5 mM cAMP response. 360,000 tested, 0.079% active. Potency, µM (highest dose often 154 µM), inactives show at the top dose activation, actives largely listed as activators; further: potency means the concentration at half of the fitted maximal effect; nearly all actives have a fitted effect of over 50% in size
# Target sequence (Q8WZA2 whole entry, looked up): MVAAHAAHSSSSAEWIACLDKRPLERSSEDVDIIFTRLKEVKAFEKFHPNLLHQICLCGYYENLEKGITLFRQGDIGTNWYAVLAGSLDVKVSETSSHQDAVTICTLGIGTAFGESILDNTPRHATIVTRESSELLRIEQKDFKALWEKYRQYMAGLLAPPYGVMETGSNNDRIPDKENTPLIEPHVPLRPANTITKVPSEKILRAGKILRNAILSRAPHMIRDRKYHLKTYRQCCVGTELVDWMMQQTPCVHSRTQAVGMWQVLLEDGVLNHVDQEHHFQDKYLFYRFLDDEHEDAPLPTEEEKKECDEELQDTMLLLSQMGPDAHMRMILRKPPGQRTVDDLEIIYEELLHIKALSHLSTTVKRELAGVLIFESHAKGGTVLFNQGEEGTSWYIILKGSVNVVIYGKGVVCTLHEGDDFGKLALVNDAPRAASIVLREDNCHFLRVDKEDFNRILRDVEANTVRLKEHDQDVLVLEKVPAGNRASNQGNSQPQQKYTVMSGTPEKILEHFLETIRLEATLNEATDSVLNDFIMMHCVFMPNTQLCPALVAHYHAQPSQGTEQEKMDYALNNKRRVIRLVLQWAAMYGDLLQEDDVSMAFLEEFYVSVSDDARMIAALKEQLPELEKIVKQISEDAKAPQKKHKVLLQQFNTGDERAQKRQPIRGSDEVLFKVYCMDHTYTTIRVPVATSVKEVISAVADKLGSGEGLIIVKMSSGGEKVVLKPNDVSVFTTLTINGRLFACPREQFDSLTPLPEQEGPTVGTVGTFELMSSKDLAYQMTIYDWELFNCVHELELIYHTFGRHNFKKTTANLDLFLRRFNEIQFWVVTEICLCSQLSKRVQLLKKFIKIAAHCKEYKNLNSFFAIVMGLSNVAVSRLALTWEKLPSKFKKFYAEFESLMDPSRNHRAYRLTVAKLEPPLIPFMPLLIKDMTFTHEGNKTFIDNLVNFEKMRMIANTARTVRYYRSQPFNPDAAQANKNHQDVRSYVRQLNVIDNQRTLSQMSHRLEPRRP
#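 EPAC2 (100 nM) mixed with Rap1B loaded with BODIPY-GDP (250 nM) plus 50 uM unlabeled GDP; compounds pinned in, 5 min RT, then read every 5 min for 30 min (ex 480, em 540 nm). Normalized to cAMP control.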
# Abeta rescue = qHTS for compounds that reverse cellular toxicity of Amyloid beta (A-beta) peptide in yeast: Primary Screen; Potency, µM (highest dose often 46.1 µM), without a hit: top-dose growth rescue, most hits filed as activators; 410,000 tested, 0.063% active; yeast expressing A-beta42, growth rescue, OD600, 48 h; response scale: 0% DMSO, 100% iron-clioquinol control; further: potency means the concentration at half of the fitted maximal effect; nearly all actives have a fitted effect of over 55% in size
#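 Yeast A-beta toxicity model in growth medium with pinned compounds, 48 h at 30 C; growth read as absorbance at 600 nm. Normalized to FeCl3/clioquinol equimolar mix (positive) and DMSO (negative).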
# EPAC2 antag = qHTS for Antagonist of cAMP-regulated guanine nucleotide exchange factor 2 (EPAC2): primary screen | EPAC2 GEF exchange of Rap1B-BODIPY-GDP, fluorescence | Potency, µM (top dose mostly 114 µM), for inactives: at the highest dose activity, negative = inhibition, hits mostly inhibitors | 360,000 tested, 0.18% active | AID 720708, 2013; further: potency means the concentration at half of the fitted maximal effect; on the % scale 0 is the no-effect control and ±100 the full control effect; nearly all actives have a fitted effect of over 45% in size; many of its hits are not listed in these tables
# DRD3 antagonist = qHTS of D3 Dopamine Receptor Antagonist: qHTS; D(3) dopamine receptor (Homo sapiens), P35462; D3R cells, DiscoveRx beta-arrestin luminescence, antagonist mode; stronger effect = lower value; max response, negative = inhibition, %; 360,000 tested, 2.5% active; in the data active means max response below about -50%; inconclusive means no clear call, values can overlap the other calls; further: on the % scale 0 is the no-effect control and ±100 the full control effect; mostly tested at two doses, the higher about 12 µM
#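 Cells expressing the human receptor were seeded at 1500 cells/well, incubated overnight at 37 degrees C in 5% CO2, then exposed to library compounds with dopamine controls for 90 minutes at 37 degrees C before luminescent detection.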
# * marks the source's active call; other numbers are inactive results; ? = inconclusive; · = not tested or not shown; [ ] = dose if it differs, or a comment. Unless noted, the call rests on the fitted dose curve; in most records, active means well fitted curve in the direction sought with a large enough effect; inconclusive means small, poorly fitted or top-dose-only effect, or another doubt; inactive means no such curve, though single readings can be large; an effect the other way counts as inactive or inconclusive. Not all compounds are listed (hit frequency here may not be typical).
SMILES,aSyn yeast inh,TDP-43 yeast inh,FUS suppressor,DRD3 agonist,EPAC2 agonist,Abeta rescue,EPAC2 antag,DRD3 antagonist
CCOC(=O)c1oc2ccc(S(=O)(=O)n3nc(-c4ccccc4)cc3N)cc2c1C,8%,18%,3%,0,11%,10%,-12%,18
Cc1cccc(OCCCn2c(=O)oc3ccccc32)c1,4%,-5%,17%,1,14%,-7%,-6%,-20
O=C(CCl)Nc1nc(-c2ccco2)c(-c2ccco2)s1,11%,13%,27%,-1,6%,-38%[inhibitor],-3%,4
CC(=O)Nc1nc(C)nc(-c2ccccc2OC(C)=O)n1,3%,3%,-19%,31*,-2%,-2%,-11%,18
O=C(c1ccc(F)cc1)N1CCC(C(=O)N2CCN(S(=O)(=O)c3cccc(F)c3)CC2)CC1,4%,-8%,-13%,2,10%,0%,18%,2
CN1CCN(CC(=O)Nc2cc(S(=O)(=O)N3CCOCC3)ccc2Cl)CC1,-2%,-24%,44%,-1,18%,-13%,16%,16
CCC(C(=O)Nc1cc(OC)ccc1OC)n1nc(-c2ccccc2)c2c(c1=O)CCCC2 (stereo unspecified),·,19%,?,-4,·,-15%,·,·
Nc1nc(-c2ccc3c(c2)NC(=O)CO3)cs1,-2%,-14%,54%,-9,6%,-9%,-2%,?
Cc1noc(C)c1Cn1nc(C(=O)O)c2ccccc2c1=O,6%,9%,-8%,2,11%,-5%,5%,14
Cc1ccc(Sc2ncnc3onc(C)c23)c(C)c1,?,?,-24%,-3,5%,4%,-6%,-10
CC(C)CC1NC(=O)N(CC(=O)N2CCN(S(=O)(=O)c3ccc4ccccc4c3)CC2)C1=O (stereo unspecified),0%,11%,-15%,-5,5%,9%,-4%,-7
CC(NCC(c1ccco1)N1CCCCC1)C(=O)NC1CCCC1 (stereo unspecified),5%,6%,-5%,-12,1%,-18%,2%,-8
Cc1nn(-c2ccccc2)c(C)c1CN(C)C(=O)c1ccc(S(=O)(=O)NCc2ccco2)cc1,3%,1%,26%,2,7%,-16%,4%,0
O=C(CN1CCOc2ccccc21)NC1CCN(Cc2ccccc2)CC1,2%,-12%,-7%,-14,11%,-18%,2%,-14
Cc1ccc(NCc2nnc(SCC(=O)Nc3ncc(C)s3)n2Cc2ccco2)c(C)c1,-2%,-9%,25%,0,4%,16%,-1%,?
Cc1ccc(S(=O)(=O)N2CCOCC2)cc1NC(=O)COC(=O)c1ccc(Br)o1,9%,-3%,·,-7,5%,-10%,17%,0
CNC(=O)c1ccc(NC(=O)CCc2c(C)noc2C)cc1,-8%,13%,-6%,1,12%,-5%,10%,-9
CN1CCN(S(=O)(=O)c2cccc(C(=O)N(Cc3nnc(-c4ccc(Cl)cc4)o3)C3CC3)c2)CC1,-1%,-21%,14%,-6,-2%,0%,2%,-4
Cc1ccc(N(CC(=O)NCc2ccc(F)cc2)C(=O)c2snc(C(N)=O)c2N)cc1C,1%,-7%,-4%,3,4%,-12%,7%,5
CCC(C)NC(=O)c1cn(C)c(=O)c2cc(OC)c(OC)cc12 (stereo unspecified),1%,9%,14%,1,-6%,8%,-2%,10
CCNC(=S)NNC(=O)Cn1c(=O)c2c(ncn2CCOC)n(Cc2ccccc2)c1=O,-1%,?,-18%,5,-2%,13%,12%,5
CC(C)(Oc1ccc(Cl)cc1)C(=O)Nc1ccc(-c2nc3ncccc3o2)cc1,·,23%,1%,3,·,-10%,·,·
COC(=O)C1=CN(C2CC2)C=C(C(=O)OC)C1c1ccccc1OC,1%,1%,24%,5,7%,-17%,10%,13
C#CCn1c(O)c(N=NC(=O)CNC(=O)c2cccnc2)c2ccccc21,4%,-1%,6%,-16,7%,-2%,-4%,-17
COc1cc(CNC(=O)C2CCCN2S(=O)(=O)c2ccccc2)cc(OC)c1OC (stereo unspecified),-7%,-20%,12%,0,3%,4%,4%,-10
CCN(C(=O)C(C)Sc1ccc(S(=O)(=O)N2CCOCC2)cn1)c1ccccc1 (stereo unspecified),1%,19%,34%,-2,1%,23%,-7%,18
O=c1[nH]nc(SCCS(=O)(=O)c2ccc(F)cc2)n1-c1ccc2c(c1)OCCO2,-2%,5%,1%,-1,11%,-18%,8%,-5
NC(=O)c1ccsc1NC(=O)c1ccco1,-21%,?,12%,2,7%,-1%,-13%,7
O=[N+]([O-])c1ccc(-c2nnc3n2CCCCC3)cc1,1%,0%,7%,-1,4%,-8%,5%,10
Nc1ccc2oc(-c3ccc4nc[nH]c4c3)nc2c1,-10%,0%,?,-1,-5%,-1%,-1%,7
COc1ccc(NC(=O)C2(C)Cc3c(-c4ccc(NC(C)=O)cc4)ccnc3O2)cc1OC (stereo unspecified),-1%,26%,9%,0,-2%,-5%,2%,-15
CCN(C(=O)COC(=O)CC(C)c1ccccc1)c1c(N)n(Cc2ccccc2)c(=O)[nH]c1=O (stereo unspecified),9%,10%,-9%,-2,-5%,5%,3%,5
C#CCOCCOCCOCCNc1nc(N2CCN(C(=O)[C@H](CCC(=O)O)n3cc(C(N)CO)nn3)CC2)nc(N2CCN(C(=O)[C@H](Cc3ccc(O)cc3)n3cc(C(N)[C@H](C)CC)nn3)CC2)n1 (stereo partly specified),0%,-8%,12%,-17,11%,5%,0%,7
NC(=O)c1ccccc1NC(=S)NC(=O)CCc1ccccc1,-16%,22%,6%,-14,1%,-7%,-1%,?
O=C(NCCSc1c[nH]c2ccccc12)c1ccco1,-3%,14%,3%,1,5%,-3%,8%,3
Cc1cccc(C(=O)NCCNc2nc3cc(C)c(C)cc3cc2C)c1,-5%,5%,20%,-4,-11%,-22%,2%,31
Cc1cc(C(=O)COC(=O)CN(C)S(=O)(=O)c2ccc(Cl)cc2)c(C)n1Cc1cccs1,16%,14%,22%,4,5%,10%,-4%,-18
O=C(CCC1CCCC1)NCCS(=O)(=O)N1CCN(c2ccccc2)CC1,-1%,19%,22%,5,11%,9%,5%,-14
Cc1cccc(NC(=O)c2ccc(S(=O)(=O)N3CCCCC3)cc2)c1,0%,16%,·,3,9%,5%,-8%,3
CCS(=O)(=O)N1N=C(c2cccc(NS(C)(=O)=O)c2)CC1c1ccc(C)cc1 (stereo unspecified),11%,6%,13%,-6,1%,2%,-8%,2
COc1ccc(Cl)cc1CSc1ncn[nH]1,?,?,-8%,-4,10%,14%,-6%,-11
CCOc1ccc(S(=O)(=O)NCCC(=O)NC2CCCCC2)cc1,1%,9%,3%,1,7%,-1%,-6%,12
Cc1ccc(-n2nc(C)c3c(C(=O)O)cc(C)nc32)cc1,·,?,-9%,10,·,-6%,·,·
CCc1nnc(NS(=O)(=O)c2ccc(NC(=O)c3ccccc3)cc2)s1,-1%,1%,-3%,-4,4%,4%,9%,-11
COc1ccc(-n2nnnc2-c2cccnc2)cc1,5%,6%,27%,2,8%,-1%,-13%,12
COc1cc([N+](=O)[O-])ccc1NC(=O)Nc1nc2c(s1)CCCC2,7%,15%,14%,-7,9%,-20%,-1%,-7
Cc1ccc(OCC(=O)OCC(=O)Nc2sccc2C(N)=O)cc1C,-10%,-11%,9%,-3,6%,-9%,-7%,-16
COc1ccc(S(=O)(=O)N2CCN(c3ccc(F)cc3)CC2)cc1C(=O)N1CCOCC1,-2%,6%,9%,-2,14%,-9%,3%,7

# Part of the list above, limited to aSyn yeast inh:
SMILES	aSyn yeast inh
COc1cc([N+](=O)[O-])ccc1NC(=O)Nc1nc2c(s1)CCCC2	7%
Cc1ccc(OCC(=O)OCC(=O)Nc2sccc2C(N)=O)cc1C	-10%

# Individual results from above:
# DRD3 antagonist, NC(=O)c1ccsc1NC(=O)c1ccco1 = 7
# DRD3 agonist, CN1CCN(CC(=O)Nc2cc(S(=O)(=O)N3CCOCC3)ccc2Cl)CC1 = -1

# Compounds shown so far containing an aryl methoxy group:
SMILES,aSyn yeast inh,TDP-43 yeast inh,FUS suppressor,DRD3 agonist,EPAC2 agonist,Abeta rescue,EPAC2 antag,DRD3 antagonist
CCC(C(=O)Nc1cc(OC)ccc1OC)n1nc(-c2ccccc2)c2c(c1=O)CCCC2 (stereo unspecified),·,19%,?,-4,·,-15%,·,·
CCC(C)NC(=O)c1cn(C)c(=O)c2cc(OC)c(OC)cc12 (stereo unspecified),1%,9%,14%,1,-6%,8%,-2%,10
COC(=O)C1=CN(C2CC2)C=C(C(=O)OC)C1c1ccccc1OC,1%,1%,24%,5,7%,-17%,10%,13
COc1cc(CNC(=O)C2CCCN2S(=O)(=O)c2ccccc2)cc(OC)c1OC (stereo unspecified),-7%,-20%,12%,0,3%,4%,4%,-10
COc1ccc(NC(=O)C2(C)Cc3c(-c4ccc(NC(C)=O)cc4)ccnc3O2)cc1OC (stereo unspecified),-1%,26%,9%,0,-2%,-5%,2%,-15
COc1ccc(Cl)cc1CSc1ncn[nH]1,?,?,-8%,-4,10%,14%,-6%,-11
COc1ccc(-n2nnnc2-c2cccnc2)cc1,5%,6%,27%,2,8%,-1%,-13%,12
COc1cc([N+](=O)[O-])ccc1NC(=O)Nc1nc2c(s1)CCCC2,7%,15%,14%,-7,9%,-20%,-1%,-7
COc1ccc(S(=O)(=O)N2CCN(c3ccc(F)cc3)CC2)cc1C(=O)N1CCOCC1,-2%,6%,9%,-2,14%,-9%,3%,7

# Source: PubChem
